# Compound activity (PubChem BioAssay)
# B2AR arrestin ag: ADRB2 beta-arrestin recruitment; 44,000 tested, under 10 active; Potency, µM (highest dose often 46.1 µM), without a hit: at the top dose activation, actives largely listed as activators; HTLA Tango cells, beta-arrestin recruitment, luciferase luminescence, 18 h; P07550;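 also: potency is read from the fitted curve at half-maximal effect; 0% = DMSO and full agonism = EC100 isoproterenol or metaproterenol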
# Target sequence (P07550 whole entry, looked up): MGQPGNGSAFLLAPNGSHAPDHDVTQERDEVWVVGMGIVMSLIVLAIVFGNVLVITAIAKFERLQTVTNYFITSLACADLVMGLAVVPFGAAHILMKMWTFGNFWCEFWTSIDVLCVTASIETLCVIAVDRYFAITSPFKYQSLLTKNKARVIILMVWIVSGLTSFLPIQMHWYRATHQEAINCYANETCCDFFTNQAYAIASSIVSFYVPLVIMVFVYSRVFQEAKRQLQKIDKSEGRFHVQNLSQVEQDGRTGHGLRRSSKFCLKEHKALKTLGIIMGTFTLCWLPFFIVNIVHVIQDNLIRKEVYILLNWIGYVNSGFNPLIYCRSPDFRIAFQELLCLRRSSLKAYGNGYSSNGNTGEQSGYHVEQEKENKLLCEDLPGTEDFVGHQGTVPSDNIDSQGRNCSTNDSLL
#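 Receptor–beta-arrestin recruitment read by tTA-responsive luciferase: compound titrations (up to 46 µM) incubated 18 h with Tango cells, then luminescent substrate 15 min at room temperature. Concentration-response fits classified by r2, efficacy and activity.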
# FH mod: Identification of activators of human fumarate hydratase by quantitative high-throughput screening | FH coupled MDH/diaphorase resazurin fluorescence, 15 min | Potency, µM (doses to about 79.9 µM), without a hit: top-dose activity change, negative = inhibition, hits mostly inhibitors | hit rate 0.22% among 54,000; also: potency is read from the fitted curve at half-maximal effect; % is scaled to controls: 0 for no effect and ±100 for the full control effect; the screen sought activators but most active calls are inhibition curves; nearly all actives have a fitted effect of over 45% in size
# NTMT1 inh: blocks human N-terminal methyltransferase 1 activity; Q9BV86; NTMT1 MTase-Glo SAH luminescence, purified enzyme; Potency, µM (series often up to 114 µM), inactives show top-dose activity change, negative = inhibition, usual class: inhibitors; hit rate 2.5% among 59,000; AID 1645870;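 also: potency is read from the fitted curve at half-maximal effect; plate controls were DMSO vehicle for no effect and no enzyme for full effect; nearly all actives have a fitted effect of over 65% in size; many of its hits are not listed in these tables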
# Target sequence (Q9BV86 whole entry, looked up): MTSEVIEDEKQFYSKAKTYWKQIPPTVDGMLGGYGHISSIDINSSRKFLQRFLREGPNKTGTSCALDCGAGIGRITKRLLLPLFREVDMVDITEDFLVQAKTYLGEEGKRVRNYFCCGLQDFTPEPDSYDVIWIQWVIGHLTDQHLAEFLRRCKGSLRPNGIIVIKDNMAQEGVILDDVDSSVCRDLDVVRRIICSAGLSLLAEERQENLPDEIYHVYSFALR
# GALK inhibitor: inhibitors of human galactokinase (GALK); P51570; recombinant GALK, Kinase-Glo ATP luminescence, 1 h; Potency, µM (titrated, usually from 57.5 µM), without a hit: at the top dose activity, negative = inhibition, actives largely listed as inhibitors; 44,000 tested, under 10 active; AID 1347072;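 also: plate controls were full GALK reaction for no effect and reaction lacking GALK for full effect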
#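 Reactions with and without enzyme served as controls. GALK at 5 nM phosphorylates 100 uM galactose using 35 uM ATP (HEPES pH 8.0, Mg2+) for 1 h at RT, with luminescence read 10 min after adding Kinase-Glo Plus.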
# p53null 39C tox: p53 null cell cytotoxicity, nonpermissive temperature; H1299 p53-null (neo) cells, 39C, ATPlite viability, 24 h; Potency, µM (doses to about 46.1 µM), for the others: top-dose activity, negative = cell killing, actives largely listed as cytotoxic; hit rate 0.97% among 55,000; AID 904;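 also: potency is read from the fitted curve at half-maximal effect; 0% = DMSO only and -100% = full killing by 100 µM tamoxifen; nearly all actives have a fitted effect of over 50% in size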
#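 ATP-luminescence viability readout (ATPlite, 20 min RT) after 24 hr compound treatment at 39C of H1299-neo or H1299-p53A138V cells; titration up to 46 uM; normalized to DMSO and 100 uM tamoxifen; Hill-fit AC50.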
# p53null 32C kill: kills p53 null cells at the permissive temperature. H1299-neo p53 null cells, ATP luminescence, 24 h, 32C. Potency, µM (top dose mostly 46.1 µM), without a hit: at the highest dose activity change, negative = cytotoxicity, most hits filed as cytotoxic. hit rate 0.62% among 55,000. AID 903;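 also: potency is read from the fitted curve at half-maximal effect; 0% = DMSO only and -100% = full killing by 100 µM tamoxifen; nearly all actives have a fitted effect of over 55% in size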
#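 AC50 values derive from Hill modelling of qHTS concentration-response data (up to 46 uM) in H1299-neo cells. Cells were treated 24 h at 32C following overnight attachment at 37C; viability was read as cellular ATP.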
# TSG101-PTAP inh: blocks PTAP binding to human TSG101, validation | Fluorescence polarization, FITC-PTAP peptide/Tsg101, 20 min | Potency, µM (series often up to 115 µM), for inactives: at the highest dose activity change, negative = inhibition, usual class: inhibitors | 44,000 tested, under 10 active; also: potency is read from the fitted curve at half-maximal effect; 0% is about no effect
# Target sequence (Q99816 whole entry, looked up): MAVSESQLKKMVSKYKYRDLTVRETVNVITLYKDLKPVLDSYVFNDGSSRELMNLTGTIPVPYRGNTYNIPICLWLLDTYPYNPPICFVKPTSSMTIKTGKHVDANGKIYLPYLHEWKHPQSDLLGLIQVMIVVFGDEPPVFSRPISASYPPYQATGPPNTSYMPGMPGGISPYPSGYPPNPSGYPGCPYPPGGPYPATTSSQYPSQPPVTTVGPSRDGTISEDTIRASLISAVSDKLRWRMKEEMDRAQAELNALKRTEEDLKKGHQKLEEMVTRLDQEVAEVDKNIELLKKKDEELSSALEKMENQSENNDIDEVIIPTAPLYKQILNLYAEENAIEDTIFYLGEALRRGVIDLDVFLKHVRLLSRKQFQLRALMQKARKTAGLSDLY
#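 The Tsg101 binding domain, at 10 uM final, is mixed with compound and a FITC peptide bearing the PTAP motif (50 nM final). After 20 min at r.t., polarization is measured; actives defined by CRC class, efficacy cut-off 60% inhibition.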
# Starred values were filed as active, the others as inactive; ? = inconclusive; [ ] = another dose, or the depositor's remark. Calls follow the shape of the dose curve; as a rule, active = well fitted curve in the direction sought with a large enough effect; inconclusive = small, poorly fitted or top-dose-only effect, or another doubt; inactive = no such curve, though single readings can be large; an effect the other way counts as inactive or inconclusive.
# Each structure is followed by: B2AR arrestin ag, FH mod, NTMT1 inh, GALK inhibitor, p53null 39C tox, p53null 32C kill, TSG101-PTAP inh
CCOc1ccc2nc(NC(=O)c3cccn(Cc4ccc(C)cc4)c3=O)sc2c1
  -3%, -3%, 11%, 0%, 26%, -4%, 1%
Cc1ccc(OCC(=O)N2CCN(CCc3ccncc3)CC2)cc1C
  -4%, -4%, -1%, 4%, -10%, -12%, 0%
O=c1c2ccccc2nc(/C=C/c2ccccc2)n1-c1ccccc1F
  2%, -10%, -2%, -2%, 0%, 11%, -4%
COc1ccc(NC(=O)c2cccn(Cc3ccc(Cl)cc3)c2=O)c(OC)c1
  1%, 3%, -20%, 0%, -9%, 18%, 4%
CN(C)c1cccc(C(=O)Nc2nc3ccc(S(=O)(=O)NC(C)(C)C)cc3s2)c1
  -1%, ?, ?, -1%, 38%[activator], 5%, -8%
CCN(CC)CCSc1nc2ccccc2c(=O)n1-c1ccc(Cl)cc1
  0%, -13%, 3%, 0%, -4%, 1%, 3%
Cn1ncc2c(NCc3ccc(Cl)cc3)ncnc21
  -2%, -12%, -3%, -5%, 24%, 8%, -4%
O=C(CSc1oc(-c2ccccc2)nc1S(=O)(=O)c1ccc(Cl)cc1)Nc1ccc(F)cc1
  1%, -1%, 2%, -6%, ?, -13%, 0%
CCCCCc1nc2ccccc2c(=O)n1-c1ccc(C)cc1
  1%, -1%, -3%, 3%, 1%, -5%, 1%
CC(Oc1ccccc1)C(=O)Nc1ccc(C(=O)OCc2cc(=O)n3nc(C4CC4)sc3n2)cc1 (stereo not drawn)
  -1%, -29%, -9%, -1%, -7%, ?, 18%
CCN(CC)C(=O)c1ccc(NC(=O)CCn2nc(-c3ccc(C)cc3)c3ccccc3c2=O)cc1
  -2%, -17%, 15%, 3%, 1%, 8%, -3%
COc1ccc(CN2CCN(c3ncnc4sc5c(c34)CCCC5)CC2)cc1F
  -2%, -10%, 4%, -1%, 53%[activator], 57%[activator], 0%
Cc1cccc(CN2C(=O)CN=C(c3ccccc3)c3cc(Cl)ccc32)c1
  1%, ?, 16%, -3%, 28%, 94%[activator], -6%
O=c1c2ccccc2nc(/C=C/c2ccccc2O)n1-c1ccc(Br)cc1
  -2%, 2%, 2%, -4%, 1%, -4%, 5%
CCC(=O)N1CC(=O)Nc2ccc(C)cc2C1c1ccc(F)cc1 (stereo not drawn)
  1%, -6%, -5%, -5%, -2%, -5%, -10%
Cc1ccc(CNC(=O)CCCn2c(=O)c3sccc3n(CC(=O)Nc3c(C)cccc3C)c2=O)cc1
  1%, 5%, ?, 5%, -8%, -3%, 0%
CCOc1ccc2nc(NC(=O)c3cccn(Cc4ccccc4Cl)c3=O)sc2c1
  0%, 3%, -6%, 5%, 11%, 1%, 0%
COc1cccc(NC(=O)c2cccn(Cc3ccccc3C)c2=O)c1
  -1%, -28%, -11%, 0%, -6%, 1%, -5%
CCCC1=Nc2cc(C(=O)NCCc3ccc(OCC)cc3)ccc2Sc2ccccc21
  -2%, -16%, 10%, 3%, 16%, 38%[activator], -2%
COc1ccc2c(c1)-c1nc(NC(=O)c3ccc(Cl)cc3)sc1CC2
  1%, -14%, ?, 2%, ?, -27%, -2%
COc1ccc(OCC(=O)N2CCN(Cc3ccc(SC)cc3)CC2)cc1
  1%, -22%, ?, 0%, -1%, -9%, 1%
O=C1CC(c2ccc(Br)cc2)c2c(c3ccccc3oc2=O)O1 (stereo not drawn)
  1%, -19%, 18%, -1%, 14%, -6%, -15%
COc1ccc2nc(N3CCN(C(=O)CS(=O)(=O)c4ccc(C)cc4)CC3)sc2c1
  -3%, -27%, -21%, 1%, 85%[activator], 10µM*, -8%
Cc1ccc(C(=O)Nc2ccccc2)cc1S(=O)(=O)N1CCCC1
  0%, -11%, -24%, -1%, 22%, ?, -1%
N#Cc1cc2c(nc1SCC(=O)Nc1ccc(F)c(Cl)c1)C1CCN2CC1
  1%, -1%, 6%, ?, -12%, 7%, -12%
O=C(COc1ccccc1Cl)N1CCN(CCc2ccncc2)CC1
  -2%, 0%, 2%, 3%, -10%, -9%, 0%
Cc1ccc(-n2c(/C=C/c3cc(Br)cs3)nc3ccccc3c2=O)cc1C
  0%, -20%, 29%, 0%, -6%, -2%, 3%
Cc1ccccc1-n1c(/C=C/c2ccc(N(C)C)cc2)nc2ccccc2c1=O
  1%, -27%, 6%, -2%, 28%, 17%, -4%
COc1ccc(-c2nc(CN3C(=O)CN=C(c4ccccc4)c4ccccc43)c(C)o2)cc1OC
  -3%, -19%, -19%, 0%, 1%, -1%, -1%
Cc1c(Cl)cccc1NC(=O)CN1C(=O)C(C)N=C(c2ccccc2)c2ccccc21 (stereo not drawn)
  7%, -7%, 6%, 1%, ?, 10%, -3%
CCc1cccc(NC(=O)c2ccc(NC(=O)N3CCSc4ncccc43)cc2)c1
  -1%, -10%, -6%, -1%, ?, 2%, -8%
COc1cccc(/C=C/c2nc3ccccc3c(=O)n2-c2ccc(Cl)cc2)c1OC
  -1%, -6%, 11%, 2%, -2%, 3%, 2%
O=C1CC(c2ccc(C(F)(F)F)cc2)c2c(c3ccccc3oc2=O)O1 (stereo not drawn)
  2%, -7%, -3%, 3%, 30%, -7%, -2%
Cc1cccc(-n2c(/C=C/c3c[nH]c4ccccc34)nc3ccccc3c2=O)c1
  0%, -11%, -4%, -15%, ?, 6%, 29%
CCC(C)(C)NC(=O)C(NS(=O)(=O)c1cccs1)c1ccccc1 (stereo not drawn)
  -1%, 4%, 13%, 1%, 61%[activator], -4%, -4%
Cc1ccc2oc(-c3ccc(Cl)cc3)c(O)c(=O)c2c1
  0%, 13%, 7%, 0%, ?, -28%, -1%
Cc1ccc(-n2c(=O)c3ccc(C(=O)NCc4ccccc4Cl)cc3n(CC(=O)Nc3cccc(Cl)c3)c2=O)cc1
  -2%, -17%, -13%, 8%, ?, -8%, 1%
O=C(Cn1cc(C(=O)c2ccccc2)c2ccccc21)Nc1ccc(Br)cc1
  1%, -9%, 2%, 4%, 2%, 18%, -8%
Cc1ccc(-n2c(/C=C\c3ccc(F)c(F)c3)nc3ccccc3c2=O)c(C)c1
  0%, 5%, 4%, 4%, 26%, 4%, -2%
Cc1ccc(NC(=O)CN2C(=O)CN=C(c3ccccc3)c3ccccc32)cc1
  2%, -5%, 1%, 3%, 9%, 13%, 0%
Cc1cccc(OC(C)C(=O)NCC2(N(C)C)CCCCC2)c1C (stereo not drawn)
  -1%, -9%, 5%, 6%, 1%, -5%, 1%
Nc1c(C(=O)Nc2ccc(Cl)c(C(F)(F)F)c2)sc2nc3c(cc12)N1CCC3CC1
  1%, -20%, -2%, 0%, -27%, ?, -3%
COc1ccc(OCC(=O)N2CCN(CCc3ccncc3)CC2)cc1
  -4%, 1%, 14%, -6%, -10%, -7%, -3%
Cc1nnc(NC(=O)c2cccn(Cc3ccccc3F)c2=O)s1
  -1%, -10%, -14%, 3%, 8%, 3%, 5%
CCOc1ccc(CN(CCc2ccc3c(c2)OCO3)Cc2cccc(OC)c2)cc1
  -1%, -29%, 2%, -2%, -5%, -17%, -4%
CC(=O)N1CC(=O)Nc2ccc(F)cc2C1c1ccccc1 (stereo not drawn)
  -1%, 1%, -3%, -3%, 28%, 5%, -1%
Cc1cccc(OCC(=O)N2CCN(CCc3ccccn3)CC2)c1
  -4%, -22%, ?, -9%, -20%, -2%, -1%
Cc1c(C(c2ccc(Br)cc2)c2c(O)c3ccccc3oc2=O)c(=O)n(-c2ccccc2)n1C (stereo not drawn)
  -2%, 0%, 11%, ?, 15%, 27%, -21%
COc1cccc(CSc2nc(-c3ccccc3OC)nc3c2Cc2c(CO)cnc(C)c2O3)c1
  0%, ?, 13%, 5%, 40%[activator], 23%, -6%
CCOC(=O)c1ccc(N2C(=O)c3n[nH]c(-c4cccs4)c3C2c2ccc(OC)cc2OC)cc1 (stereo not drawn)
  0%, ?, 5%, 1%, 78%[activator], 24%, -2%
CCSc1nnc(NC(=O)c2cccn(Cc3ccccc3Cl)c2=O)s1
  0%, 8%, 3%, 2%, 4%, -2%, -6%
Cc1ccc(-n2c(/C=C\c3ccc(F)cc3)nc3ccccc3c2=O)cc1Cl
  1%, -5%, -7%, 2%, -23%, 2%, -2%
Cc1cccc(Cn2cccc(C(=O)Nc3ccc(F)cc3F)c2=O)c1
  -4%, 2%, 11%, -6%, 12%, -7%, 1%
Nc1c(C(=O)Nc2ccc(F)c(Cl)c2)sc2nc3c(cc12)N1CCC3CC1
  0%, -24%, ?, 7%, -26%, ?, -1%
COc1cccc(C2SCC(=O)Nc3c2c(C)nn3-c2ccc(C)c(Cl)c2)c1OC (stereo not drawn)
  -3%, -17%, 16%, 2%, -8%, -9%, -1%
Cc1nnc(N2CCC(C(=O)NCc3ccc(N(C)C)cc3)CC2)c2nn(-c3ccccc3)c(C)c12
  2%, -17%, -22%, 2%, ?, 14%, 0%

# Compound profiles, as listed above. Order of screens: B2AR arrestin ag	FH mod	NTMT1 inh	GALK inhibitor	p53null 39C tox	p53null 32C kill	TSG101-PTAP inh
# Entry for `Cc1cccc(-n2c(/C=C/c3c[nH]c4ccccc34)nc3ccccc3c2=O)c1` → 0%	-11%	-4%	-15%	?	6%	29%
# Entry for `COc1cccc(C2SCC(=O)Nc3c2c(C)nn3-c2ccc(C)c(Cl)c2)c1OC` (stereo not drawn) → -3%	-17%	16%	2%	-8%	-9%	-1%
# Entry for `O=C1CC(c2ccc(C(F)(F)F)cc2)c2c(c3ccccc3oc2=O)O1` (stereo not drawn) → 2%	-7%	-3%	3%	30%	-7%	-2%
# Entry for `COc1cccc(/C=C/c2nc3ccccc3c(=O)n2-c2ccc(Cl)cc2)c1OC` → -1%	-6%	11%	2%	-2%	3%	2%
# Entry for `Cc1ccc2oc(-c3ccc(Cl)cc3)c(O)c(=O)c2c1` → 0%	13%	7%	0%	?	-28%	-1%

# Not all compounds are listed, so the mix of outcomes need not match the whole.
